AID2073: inhibitors of Mint1-CaV2.2 protein interaction, biochemical, HTRF (AID 2073); Voltage-dependent N-type calcium channel subunit alpha-1B (Homo sapiens); HTRF protein-protein interaction, Mint1-CaV2.2; higher % means a stronger effect; one-dose inhibition, % at 20 µM; IC50 in µM for titrated hits; hit rate 0.19% among 290,000; in the data active means inhibition mostly above about 51%, no sharp cut-off; inconclusive means no clear call, values can overlap the other calls; inactive means mostly below about 53%; further: some results filed as inactive read as strong as hits
GPR35 arrestin U2OS: GPR35 antagonists blocking zaprinast-driven arrestin recruitment, primary screen, imaging, U2OS, beta-arrestin-GFP, zaprinast agonist (AID 2058); U2OS GPR35 beta-arrestin-GFP translocation imaging, zaprinast antagonism; higher % means a stronger effect; hit rate 0.052% among 290,000; inhibition, % at 10 µM, or IC50 in µM where a hit was titrated; G-protein coupled receptor 35 (Homo sapiens);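 active means inhibition of at least 50% with at least 30 cells and total cytoplasm GFP at most 10,000,000; inconclusive means under 30 cells or total GFP of 10,000,000 plus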
LYP inhibition: inhibitors of LYP phosphatase, biochemical, fluorescence intensity, uHTS (AID 1779). inhibition, % at 11.5 µM, or IC50 in µM where a hit was titrated. Tyrosine-protein phosphatase non-receptor type 22 (Homo sapiens). hit rate 0.054% among 290,000. recombinant LYP phosphatase, fluorescence intensity; higher % means a stronger effect; in the data active means inhibition above about 50%;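 further: plate controls were vehicle with enzyme for no effect and no enzyme for full effect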
RSV antiviral HEp-2: RSV antiviral activity via CPE protection, HEp-2 cells, primary 10 µM value included (AID 2391). hit rate 0.13% among 310,000. CPE inhibition, % at 10 µM; hits with a dose series show IC50 in µM. HEp-2 cells, RSV-induced CPE inhibition; higher % means a stronger effect; in the data active means a potency from the dose series; inconclusive means CPE inhibition mostly from about 23% at the one dose, without a potency; inactive means the rest, 99 in 100 with CPE inhibition below about 21%; further: strong numbers were not always called active
Dengue-2 NS5 capping: Dengue-2 NS5 methyltransferase inhibitors, primary screen, biochemical, confirmation dose response (AID 588689). Genome polyprotein (Dengue virus type 2 (strain 16681-PDK53)). Dengue-2 NS5 methyltransferase capping enzyme assay, biochemical; higher % means a stronger effect. one-dose inhibition, % at 25 µM; IC50 in µM for titrated hits. hit rate 0.3% among 340,000; in the data active means a potency from the dose series; inconclusive means inhibition above about 29% without an active follow-up result
NTR1 ag: agonists of NTR1, primary screen, imaging, U2OS cells, beta-arrestin-GFP, high content (AID 493036); NTR1-U2OS beta-arrestin-GFP spot imaging, agonist mode; activation, % at 20 µM; Neurotensin receptor type 1 (Homo sapiens), P30989; hit rate 0.17% among 330,000;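 active means activation at or above 40% of the spot to cytoplasm intensity ratio, with at least 20 cells analyzed; inconclusive means wells under 20 cells, flagged as cytotoxic or low count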;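 further: 0% = DMSO without peptide and 100% = 100 nM NTR1 peptide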
Target sequence (P30989 whole entry, looked up): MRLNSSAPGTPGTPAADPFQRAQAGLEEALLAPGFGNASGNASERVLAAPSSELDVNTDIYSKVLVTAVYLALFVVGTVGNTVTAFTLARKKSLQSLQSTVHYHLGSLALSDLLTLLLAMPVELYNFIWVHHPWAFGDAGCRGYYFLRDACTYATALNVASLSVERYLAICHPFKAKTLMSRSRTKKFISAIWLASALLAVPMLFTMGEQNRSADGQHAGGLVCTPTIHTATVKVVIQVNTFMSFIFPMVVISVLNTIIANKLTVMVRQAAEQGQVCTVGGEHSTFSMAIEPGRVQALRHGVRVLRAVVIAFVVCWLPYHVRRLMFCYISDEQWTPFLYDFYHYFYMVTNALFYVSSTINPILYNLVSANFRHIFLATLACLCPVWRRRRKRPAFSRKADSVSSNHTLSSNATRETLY
UTI89 phage lysis: inhibition of K1F phage lysis, E. coli UTI89, bacterial capsule biogenesis inhibitors, alamar blue (AID 488966); E. coli UTI89 K1F phage lysis, alamar blue, 2 h; higher % means a stronger effect; one-dose inhibition, % at 100 µM; IC50 in µM for titrated hits; hit rate 0.02% among 340,000;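 active means phage lysis inhibition, versus mean bacterial control, above a set limit; inconclusive means no clear call, values can overlap the other calls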;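 further: capsule biogenesis inhibitors block K1F phage lysis so surviving cells raise fluorescence; higher fluorescence means more inhibition of phage lysis; actives were called in the ten point dose series up to 300 µM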
Autophagy HCS: autophagy modulators in MEF cells, primary screen, imaging, high-content, MEF GFP-LC3; MEF GFP-LC3 puncta imaging; test concentration mostly 10 µM; calls only at 10 µM (by protocol); hit rate 0.98% among 190,000;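 active means percentage of spot-positive cells more than 3 SD above its plate mean, without a fluorescence outlier flag or 80% toxicity; inconclusive means no clear call, values can overlap the other calls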;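 further: spot-positive cell cutoff set from DMSO-treated cells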
WT yeast gro inh: growth inhibition of WT strain, primary screen, mitochondrial fusion inhibitor project, WT and mutant strains, chemical genetic. mitochondrial fusion phenotypic screen. inhibition, % at 10 µM. hit rate 2.1% among 190,000. AID 1362, 2008; in the data active means inhibition above about 58%; tested in S. cerevisiae
WT yeast gro inh mutant strain: second read-out of WT yeast gro inh, no call of its own (marks repeat the call); inhibition, %; mitochondrial fusion phenotypic screen, mutant strain inhibition
Autophagy HCS cell loss 18 h: also measured in Autophagy HCS; calls as there; toxicity, %; measured here: cell loss, nuclei count;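 cell loss after 18 h compound exposure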
NTR1 ag cell count 20 µM: recorded beside NTR1 ag, whose call it bears; cell count; measured here: cell count, cytotoxicity flag
* = called active by the depositor; [ ] = another dose, or the depositor's remark.

`CC12CCC(=O)N1C(C(=O)Nc1cccc(S(=O)(=O)N3CCCCCC3)c1)CS2` (stereo not given) gave RSV antiviral HEp-2 5.0%, Dengue-2 NS5 capping -2%, NTR1 ag 1.7, UTI89 phage lysis -0.2%[50 µM] and NTR1 ag cell count 20 µM 63.
For CCOc1cc(N2CCOCC2)c(OCC)cc1NC(=O)C1CC(=O)N(c2ccccc2OCC)C1 (stereo not given) the results were RSV antiviral HEp-2 -0.5%, Dengue-2 NS5 capping 0%, NTR1 ag -1.4, UTI89 phage lysis 0.1% and NTR1 ag cell count 20 µM 43.
O=C(Nc1ccccc1C(=O)NCCN1CCOCC1)c1ccco1 was read as AID2073 -2%, GPR35 arrestin U2OS -6%, LYP inhibition 4%, RSV antiviral HEp-2 -0.3%, Dengue-2 NS5 capping -2%, NTR1 ag 0.6, UTI89 phage lysis 1.2%, Autophagy HCS inactive, WT yeast gro inh 10, WT yeast gro inh mutant strain 8, Autophagy HCS cell loss 18 h -8 and NTR1 ag cell count 20 µM 61.
`CCOC(=O)/C(=C\c1cccc(O)c1)c1nc2sc(C)c(C)c2c(=O)[nH]1` gave AID2073 -10%, GPR35 arrestin U2OS -5%, LYP inhibition 14%, RSV antiviral HEp-2 -0.9%, Dengue-2 NS5 capping -12%, NTR1 ag 43*, UTI89 phage lysis -4.6%, Autophagy HCS inactive, WT yeast gro inh -11, WT yeast gro inh mutant strain 8, Autophagy HCS cell loss 18 h 7 and NTR1 ag cell count 20 µM 46*.
For CN1CCN(C(=O)c2ccc3c(=O)n4c(nc3c2)CCCCC4)CC1 the results were AID2073 23%, GPR35 arrestin U2OS 9%, LYP inhibition -6%, RSV antiviral HEp-2 1.1%, Dengue-2 NS5 capping -1%, NTR1 ag -0.5, UTI89 phage lysis -0.2%, Autophagy HCS inactive, WT yeast gro inh -6, WT yeast gro inh mutant strain 7, Autophagy HCS cell loss 18 h -4 and NTR1 ag cell count 20 µM 68.
Cc1ccc(C)c(NC(=O)C2=CCN(S(=O)(=O)c3ccc(F)cc3)CC2)c1 was read as AID2073 1%, GPR35 arrestin U2OS -19%, LYP inhibition -6%, RSV antiviral HEp-2 1.6%, Dengue-2 NS5 capping 4%, NTR1 ag 8.7, UTI89 phage lysis -1.5%, Autophagy HCS inactive, WT yeast gro inh -8, WT yeast gro inh mutant strain -18, Autophagy HCS cell loss 18 h -6 and NTR1 ag cell count 20 µM 39.
`Cc1cccc(OCc2nc(C#N)c(NCCN(C)C)o2)c1` gave AID2073 -3%, GPR35 arrestin U2OS 20%, LYP inhibition -6%, RSV antiviral HEp-2 0.1%, Dengue-2 NS5 capping -6%, NTR1 ag -3.3, UTI89 phage lysis -0.2%, Autophagy HCS inactive, WT yeast gro inh 3, WT yeast gro inh mutant strain -1, Autophagy HCS cell loss 18 h 20 and NTR1 ag cell count 20 µM 77.
Cc1ccc(NC(=O)COC(=O)Cn2cnc3ccccc32)c([N+](=O)[O-])c1 was read as AID2073 -2%, GPR35 arrestin U2OS -2%, LYP inhibition -2%, RSV antiviral HEp-2 1.4%, Dengue-2 NS5 capping -1%, NTR1 ag -0.9, UTI89 phage lysis 0.3%, Autophagy HCS inactive, WT yeast gro inh -3, WT yeast gro inh mutant strain 6, Autophagy HCS cell loss 18 h 7 and NTR1 ag cell count 20 µM 62.
`OCCOc1nnnn1-c1ccccc1` gave AID2073 2%, GPR35 arrestin U2OS 20%, LYP inhibition -9%, RSV antiviral HEp-2 -0.1%, Dengue-2 NS5 capping -4%, NTR1 ag 0.0, UTI89 phage lysis 0.7%, Autophagy HCS inactive, WT yeast gro inh -6, WT yeast gro inh mutant strain -2, Autophagy HCS cell loss 18 h -3 and NTR1 ag cell count 20 µM 46.
`O=C(Nc1cccc(O)c1)C(Cc1ccccc1)N1C(=O)c2cccc3cccc(c23)C1=O` (stereo not given) gave AID2073 20%, GPR35 arrestin U2OS -5%, LYP inhibition 5%, RSV antiviral HEp-2 1.9%, Dengue-2 NS5 capping 6%, NTR1 ag 0.0, UTI89 phage lysis 0.2%, Autophagy HCS inactive, WT yeast gro inh 4, WT yeast gro inh mutant strain 11, Autophagy HCS cell loss 18 h 4 and NTR1 ag cell count 20 µM 93.
For O=C(COc1ccccc1)N=C1SC2CS(=O)(=O)CC2N1c1cccc(F)c1 (stereo not given) the results were AID2073 1%, GPR35 arrestin U2OS 8%, LYP inhibition -7%, RSV antiviral HEp-2 3.8%, Dengue-2 NS5 capping -4%, NTR1 ag -1.3, UTI89 phage lysis -0.2% and NTR1 ag cell count 20 µM 50.
For COc1c(Cl)cc(C(=O)O)cc1Cl the results were RSV antiviral HEp-2 1.1%, Dengue-2 NS5 capping -1%, NTR1 ag -0.9, UTI89 phage lysis 2.3% and NTR1 ag cell count 20 µM 100.
Screening O=C1CCc2cc(S(=O)(=O)Nc3cccc(F)c3)cc3c2N1CC3 returned RSV antiviral HEp-2 0.2%, Dengue-2 NS5 capping -7%, NTR1 ag 2.9, UTI89 phage lysis 0.9%[50 µM] and NTR1 ag cell count 20 µM 49.
O=[N+]([O-])c1c(NCCCO)cc(N2CCCCCC2)c2nonc12 was read as AID2073 2%, GPR35 arrestin U2OS 12%, LYP inhibition -3%, RSV antiviral HEp-2 2.0%, Dengue-2 NS5 capping -3%, NTR1 ag 2.4, UTI89 phage lysis -0.2% and NTR1 ag cell count 20 µM 93.
`CC1=C(C#N)C(c2cccnc2)C2=C(CC(c3ccc(Cl)cc3)CC2=O)N1` (stereo not given) gave AID2073 18%, GPR35 arrestin U2OS 18%, LYP inhibition -9%, RSV antiviral HEp-2 -1.0%, Dengue-2 NS5 capping -1%, NTR1 ag -0.6, UTI89 phage lysis 0.2%, Autophagy HCS inactive, WT yeast gro inh -4, WT yeast gro inh mutant strain -3, Autophagy HCS cell loss 18 h -4 and NTR1 ag cell count 20 µM 57.
COc1ccc(C2CC(c3ccccc3)=NN2c2ccccc2)c(C(=O)O)c1OC (stereo not given) was read as AID2073 inconclusive, GPR35 arrestin U2OS -2%, LYP inhibition -10%, RSV antiviral HEp-2 -0.9%, Dengue-2 NS5 capping -2%, NTR1 ag 0.5, UTI89 phage lysis -0.4%, Autophagy HCS inactive, WT yeast gro inh 1, WT yeast gro inh mutant strain 14, Autophagy HCS cell loss 18 h -9 and NTR1 ag cell count 20 µM 48.
Cc1ccc(S(=O)(=O)c2nc(Nc3ccccc3C#N)sc2Cl)cc1 was read as AID2073 20%, GPR35 arrestin U2OS -4%, LYP inhibition 0%, RSV antiviral HEp-2 3.3%, Dengue-2 NS5 capping -4%, NTR1 ag 5.0, UTI89 phage lysis 2.7%, Autophagy HCS inactive, WT yeast gro inh -1, WT yeast gro inh mutant strain 1, Autophagy HCS cell loss 18 h 5 and NTR1 ag cell count 20 µM 43.
Screening CCCOC(=O)C1=C(C)NC(=O)NC1c1cc2c(cc1Br)OCO2 (stereo not given) returned AID2073 -4%, GPR35 arrestin U2OS -3%, LYP inhibition -7%, RSV antiviral HEp-2 3.0%, Dengue-2 NS5 capping 3%, NTR1 ag 0.3, UTI89 phage lysis -2.8% and NTR1 ag cell count 20 µM 52.
CCC(C)C(=O)Nc1cc(Cl)ccc1C(=O)O (stereo not given) was read as AID2073 2%, GPR35 arrestin U2OS -4%, LYP inhibition -12%, RSV antiviral HEp-2 0.5%, Dengue-2 NS5 capping -3%, NTR1 ag -0.1, UTI89 phage lysis 1.2%, Autophagy HCS inactive, WT yeast gro inh -11, WT yeast gro inh mutant strain 13, Autophagy HCS cell loss 18 h 13 and NTR1 ag cell count 20 µM 42.
Screening CCN1C(=O)/C(=C2\SC(=S)N(NC(=O)c3cccnc3)C2=O)c2ccccc21 returned AID2073 -8%, GPR35 arrestin U2OS -2%, LYP inhibition -3%, RSV antiviral HEp-2 2.6%, Dengue-2 NS5 capping -6%, NTR1 ag 1.5, UTI89 phage lysis 0.0% and NTR1 ag cell count 20 µM 73.
`CC(C)(C)NC(=O)C(c1ccco1)N(Cc1ccc(F)cc1)C(=O)c1snc(C(N)=O)c1N` (stereo not given) gave AID2073 0%, GPR35 arrestin U2OS -12%, LYP inhibition -1%, RSV antiviral HEp-2 -1.8%, Dengue-2 NS5 capping -9%, NTR1 ag 1.5, UTI89 phage lysis 0.7%, Autophagy HCS inactive, WT yeast gro inh 5, WT yeast gro inh mutant strain -12, Autophagy HCS cell loss 18 h 17 and NTR1 ag cell count 20 µM 69.
For COc1ccc2cc(C(=O)Nc3ccc(F)cc3)sc(=O)c2c1OC the results were AID2073 30%, GPR35 arrestin U2OS 8%, LYP inhibition 5%, RSV antiviral HEp-2 8.2%, Dengue-2 NS5 capping -4%, NTR1 ag -0.1, UTI89 phage lysis 0.6%, Autophagy HCS inactive, WT yeast gro inh 7, WT yeast gro inh mutant strain -1, Autophagy HCS cell loss 18 h -24 and NTR1 ag cell count 20 µM 87.
`O=C(NCc1ccc(F)cc1)c1cnc(-c2ccccn2)nc1C(F)(F)F` gave AID2073 -4%, GPR35 arrestin U2OS 8%, LYP inhibition -3%, RSV antiviral HEp-2 0.3%, Dengue-2 NS5 capping 0%, NTR1 ag 3.0, UTI89 phage lysis 6.1%, Autophagy HCS inactive, WT yeast gro inh 12, WT yeast gro inh mutant strain 16, Autophagy HCS cell loss 18 h -3 and NTR1 ag cell count 20 µM 29.
For Oc1ccc(-c2[nH]ncc2-c2cccc3cccnc23)c(O)c1 the results were AID2073 15%, GPR35 arrestin U2OS -3%, LYP inhibition -11%, RSV antiviral HEp-2 4.4%, Dengue-2 NS5 capping -1%, NTR1 ag 0.8, UTI89 phage lysis 3.9%, Autophagy HCS inactive, WT yeast gro inh 3, WT yeast gro inh mutant strain 15, Autophagy HCS cell loss 18 h -3 and NTR1 ag cell count 20 µM 42.
Screening CC(c1ccccc1)C1CC(=O)N(Cc2ccco2)C1=O (stereo not given) returned AID2073 12%, GPR35 arrestin U2OS 8%, LYP inhibition -4%, RSV antiviral HEp-2 0.8%, Dengue-2 NS5 capping -9%, NTR1 ag 2.8, UTI89 phage lysis 0.7%, Autophagy HCS inactive, WT yeast gro inh 17, WT yeast gro inh mutant strain 13, Autophagy HCS cell loss 18 h 7 and NTR1 ag cell count 20 µM 77.

From PubChem
